Assay outcomes (PubChem BioAssay)
APJ antag: antagonists of human apelin receptor APJ, primary screen, CHO-K1 cells, beta-arrestin complementation, luminescence; inhibition, % at 20 µM; P35414; 330,000 tested, 0.32% active;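 active = inhibition above about 40% at 20 µM, limit read from the data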;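 also: cells challenged with 10 nM apelin-13 agonist together with compound; plate controls were apelin-13 plus DMSO wells for no effect and DMSO wells lacking apelin-13 for full effect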
697 NFkB inh: inhibitors of PMA/ionomycin-induced NF-kB reporter, 697 cells, primary screen, B-cell NF-kB inhibitor project, cell-based, luminescence, uHTS | 697 B-cell NF-kB luciferase reporter, 16 h | inhibition, % at 4 µM | 330,000 tested, 0.33% active | AID 435022, 2010; in the data active = inhibition above about 35%
EBI2 antag: EBI2 receptor antagonists, beta-arrestin recruitment, primary screen, cell-based, luminescence, 7a,25-OHC stimulation, uHTS; AID 651636, 2012; 360,000 tested, 0.81% active; inhibition, % at 5 µM; 7a,25-OHC stimulated; in the data active = inhibition above about 38%;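 also: enzyme fragment complementation signal reports receptor beta-arrestin coupling in cells; 0% = agonist plus DMSO wells and 100% = wells without agonist; some results beyond the cut were filed as inactive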
Target sequence (P32249 whole entry, looked up, the tested form may be a part): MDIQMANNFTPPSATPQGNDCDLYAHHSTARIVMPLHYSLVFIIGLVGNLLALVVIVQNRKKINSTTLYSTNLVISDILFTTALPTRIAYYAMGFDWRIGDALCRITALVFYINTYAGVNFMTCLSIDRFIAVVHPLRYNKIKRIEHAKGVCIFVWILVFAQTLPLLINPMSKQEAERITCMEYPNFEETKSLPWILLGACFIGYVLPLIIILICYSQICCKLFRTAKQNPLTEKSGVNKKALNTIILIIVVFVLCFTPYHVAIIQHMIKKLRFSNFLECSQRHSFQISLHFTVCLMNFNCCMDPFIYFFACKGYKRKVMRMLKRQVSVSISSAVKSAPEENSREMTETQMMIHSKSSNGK
CXCR6 block: CXCR6 receptor inhibitors, primary screen, cell-based, beta-arrestin, luminescence, CHO-K1 PathHunter, 1536-well | 360,000 tested, 0.36% active | inhibition, % at 20 µM | AID 602244, 2012; in the data active = inhibition above about 34%, passing the limit was not always enough;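 also: antagonist mode with CXCL16 agonist at 10 nM final; 0% = 10 nM CXCL16 with DMSO and 100% = unstimulated wells without agonist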
Target sequence (O00574 whole entry, looked up): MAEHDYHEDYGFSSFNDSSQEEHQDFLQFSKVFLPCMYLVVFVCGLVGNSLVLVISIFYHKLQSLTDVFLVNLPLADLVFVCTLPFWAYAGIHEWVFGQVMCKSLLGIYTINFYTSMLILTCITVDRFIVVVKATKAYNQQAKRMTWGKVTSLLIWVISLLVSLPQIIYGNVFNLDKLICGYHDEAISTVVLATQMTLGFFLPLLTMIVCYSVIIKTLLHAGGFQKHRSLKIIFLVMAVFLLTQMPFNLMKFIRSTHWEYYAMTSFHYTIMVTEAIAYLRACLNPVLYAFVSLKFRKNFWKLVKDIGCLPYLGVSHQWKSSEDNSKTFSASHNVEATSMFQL
UBC13 polyUb: UBC13 polyubiquitin chain formation inhibitors, primary screen, biochemical, TR-FRET, uHTS; Ubiquitin-conjugating enzyme E2 N (Homo sapiens), P61088; 330,000 tested, 0.47% active; inhibition, % at 20 µM; in the data active = inhibition above about 45%, passing the limit was not always enough
Target sequence (P61088 whole entry, looked up): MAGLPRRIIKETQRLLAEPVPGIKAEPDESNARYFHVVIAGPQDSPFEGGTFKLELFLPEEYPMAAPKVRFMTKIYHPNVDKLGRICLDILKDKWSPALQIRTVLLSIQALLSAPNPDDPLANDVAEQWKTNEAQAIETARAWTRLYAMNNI
Gli-Sufu block: Gli-Sufu pathway antagonists, primary screen, luciferase luminescence, Sufu-KO-LIGHT cells, uHTS | Sufu-KO-LIGHT fibroblasts, Gli luciferase reporter luminescence | AID 588413, 2011 | 340,000 tested, 0.74% active | inhibition, % at 5 µM;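 active = inhibition above about 55%, limit read from the data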;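 also: 0% = DMSO-treated cells and 100% = wells with medium but no cells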
CCR6 antag: CCR6 receptor antagonists, primary screen, cell-based, CHO-K1, luminescence, beta-arrestin, uHTS. C-C chemokine receptor type 6 (Homo sapiens), P51684. CHO-K1 CCR6 PathHunter beta-arrestin, CCL20-stimulated. inhibition, % at 20 µM. 340,000 tested, 0.49% active. AID 493098, 2011;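 active = compounds whose inhibition of the agonist-driven luminescence signal at 20 µM reaches about 50%, limit read from the data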;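 also: cells stimulated with CCL20 at 14 nM final; plate controls were DMSO with CCL20 for no effect and DMSO without agonist for full effect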
Jurkat NFkB inh: inhibitors of induced NF-kB luciferase reporter, primary screen, TCR NF-kB activation inhibitor project, cell-based, luminescence, uHTS | Jurkat, PMA/ionomycin-induced NF-kB luciferase reporter | inhibition, % at 4 µM | 330,000 tested, 0.53% active | AID 435003, 2010; in the data active = inhibition above about 50%
* marks the source's active call; other numbers are inactive results; . = not tested or not shown; & = joins results of further samples. The order is random. Share with any hit: about 3%.

SMILES	APJ antag	697 NFkB inh	EBI2 antag	CXCR6 block	UBC13 polyUb	Gli-Sufu block	CCR6 antag	Jurkat NFkB inh
CCC1CN2CCc3cc(OC)c(OC)cc3C2CC1CC1c2cc(OC)c(OC)cc2CCN1C(=O)C(Cc1c[nH]c2ccccc12)NC(=O)OC(C)(C)C (stereo unspecified)	.	.	5	-6	.	-2	-10	.
Cc1ccc(Cn2cccc(-c3nc4ccccc4s3)c2=O)cc1	-18	-105	4	6	22	-100	14	-103
O=[N+]([O-])c1ccc(C[n+]2ccc(Cc3ccccc3)cc2)cc1	-88	17	-11	-16	2	16	-14	18
CC12CCC3(CC1CCC1OC12)OCCO3 (stereo unspecified)	.	.	-16	7	.	-3	0	.
CCCCNC(=S)N(C)/N=C/c1ccc(OCc2ccc(C(=O)OC)cc2)c(OC)c1	-1	0	3	-1	4	9	10	2
O=C(COC(=O)C1CC2CCCC(C1)C2=O)NNC(=O)c1ccc([N+](=O)[O-])cc1 (stereo unspecified)	-54	21	-15	-24	-5	-6	0	22
O=C(Cn1nnc2ccccc2c1=O)NCc1ccc(Cl)cc1	10	22	-6	-5	2	-13	15	-1
COc1ccc(/C(C)=N/OC/C(O)=C(\C#N)c2nc3ccccc3[nH]2)cc1OC	-28	-26	7	1	-9	8	3	-9
COC(=O)Cc1cc(=O)oc2cc(OC)ccc12	19	14	-2	5	16	-4	-5	8
CCOC(=O)Cn1c(C)c(Br)c(=O)c2cccc(C)c21	-1	-4	5	-14	4	2	12	-15
CNC(=S)N1N=C(c2ccccc2)CC1c1ccc(Br)cc1 (stereo unspecified)	5	-2	20	18	-6	2	8	-1
S=C(Nc1ccccc1)N1CCN(C/C=C/c2ccccc2)CC1	10	14	1	-2	-8	17	4	6
CCN(Cc1ccccc1)C(=O)C1CCN(C/C(C)=C/c2ccccc2)CC1	-10	-5	10	-3	-3	25	14	-6
Cc1csc(NC(=O)C2=COCCO2)n1	17	-44	-10	-1	-5	-47	7	-48
Cc1c(Cl)cccc1NC(=O)C1CC2CCC1C2 (stereo unspecified)	19	5	5	5	0	-6	2	5
COc1ccc(-c2cn3c(C)c(C(=O)NCCN4CCOCC4)sc3n2)cc1	-4	-40	0	-4	8	-21	-1	-15
O=C(Nc1cccc(-c2nc3cccnc3s2)c1)c1ccco1	-16	-72	3	-2	3	-18	4	-16
CCOc1ccc(N(CC(=O)NC2CCCC2)S(=O)(=O)c2c(C)noc2C)cc1	-7	-20	1	-1	8	-3	-4	19
O=C(NCCC1=CCCCC1)C1CCC(CNS(=O)(=O)c2ccccc2)CC1 (stereo unspecified)	-8	-18	0	8	2	2	-3	10
O=C(O)CCCC(=O)N1CCc2cc(S(=O)(=O)NCc3ccc(F)cc3)ccc21	-2	3	-15	-4	-9	-1	11	-2
Cc1nc2nc[nH]c2cc1Br	19	10	3	3	0	5	-5	3
CCOC(=O)CNC(=O)Cc1ccc(OC)cc1	-4	2	-12	-2	-4	-5	-2	-5
CCN(CC)S(=O)(=O)c1ccc(NC(=O)CCN2C(=O)C3CC=CCC3C2=O)cc1 (stereo unspecified)	-4	16	-2	6	5	14	11	1
CCC(OC(=O)C1=Cc2ccccc2OC1)C(=O)NC1CCCC1 (stereo unspecified)	-9	-3	-3	0	2	-5	3	2
CCOC(=O)C1CCCN(C(=O)/C=C/c2ccccc2[N+](=O)[O-])C1 (stereo unspecified)	9	8	-15	0	5	2	5	-4
C=CCNC(=O)c1onc(CSc2nc3ccccc3[nH]2)c1C(=O)NCC=C	-6	19	1	0	2	0	8	6
CCN(CC)C(=O)c1cc(Cl)ccn1	1	17	-17	0	12	-8	-21	3
Cc1cc(=O)oc2c(CN3CCN(C)CC3)c(O)c(Cl)cc12	4	15	5	-2	6	-82	-5	-6
N#C/C(=C(\O)CCl)c1nnc2n1CCCCC2	-18	7	-11	-1	0	3	-41	-3
Cc1ccc(C)c(OCC(O)CN2CCN(CCN3C(=O)c4cccc5cccc(c45)C3=O)CC2)c1 (stereo unspecified)	-1	-1	11	-12	84*	19	0	20
Cc1nc2ccc(NC(=O)C3COc4ccccc4O3)cc2s1 (stereo unspecified)	0	10	9	-1	9	-4	-3	-63
O=C(c1cccs1)N1CCN(S(=O)(=O)Cc2ccccc2)CC1	2	-9	-4	-1	1	-21	1	8
CN1CCN(C(=O)c2cn(C)c3ccc(S(=O)(=O)N(C)C4CCCCC4)cc3c2=O)CC1	6	12	-11	-3	3	-10	13	12
CCOC(=O)c1cc(-c2ccc(F)cc2)n(CC(=O)NCc2cccnc2)c1C	0	-4	-2	7	5	-5	-1	3
Cn1cc(Br)c(NS(=O)(=O)c2ccc(Cl)s2)n1	-10	18	5	6	5	12	2	7
C[C@H](CO)N1C[C@H](C)[C@@H](CN(C)C(=O)Nc2ccccc2)Oc2c(NC(=O)c3ccncc3)cccc2C1=O	2	4	-3	19	2	-18	6	-5
CC1=CC(C)=Nc2ccc(C)cc2N1	-7&-3	-4&-24	-3&-8	1&-2	-6&-6	-1&-2	-9&1	-9&-47
Fc1ccccc1Nc1nc(N2CCOCC2)nc(N2CCOCC2)n1	14	6	-6	8	4	27	-1	-14
O=C(CNS(=O)(=O)c1ccccc1)Nc1ccccc1Br	-9	17	-12	1	5	-6	2	-6
Cc1ccc(N(Cc2ccc(C(=O)NCCSc3ccccn3)cc2)S(C)(=O)=O)cc1C	2	28	-9	1	-10	0	14	-5
Cc1ccc(S(=O)(=O)NC(=O)COc2ccccc2)cc1	-13	15	2	-4	6	-4	8	-4
CCOc1ccc(C(C)NC(=O)c2ccccc2F)cc1 (stereo unspecified)	11	-3	-5	7	9	0	15	4
CC1=NN(C(=O)Cc2ccc([N+](=O)[O-])cc2)C(O)(C(F)(F)C(F)(F)F)C1 (stereo unspecified)	-2	6	22	20	3	-9	1	9
CN(Cc1ccccc1)C(=O)c1ccccc1C(=O)OCC(=O)N(Cc1ccccc1)C(C)(C)C	11	9	21	17	8	1	11	-2
O=C1C2C3C=CC(O3)C2C(=O)N1N=Cc1cccc2ccccc12 (stereo unspecified)	.	.	11	-4	.	-30	12	.
CCc1cc2c(NC3CCCC3)ncnc2s1	0	-9	-7	-4	-8	15	9	15
O=C(CSc1nnc(NC(=O)C2CC2)s1)Nc1ccccc1	13	11	-12	-3	5	-16	7	12
COc1ccc(Cc2nnc(N/N=C/c3ccccc3O)[nH]c2=O)cc1OC	-22	7	-1	-5	-45	88*	-18	11
CCNC(=S)N(CCN(C)C)Cc1cc2cc(OCC)ccc2[nH]c1=O	15	-7	5	-2	-4	60*	8	9
Cc1ccc(C(C)C)c(OCCCN2CC(C)OC(C)C2)c1 (stereo unspecified)	11	6	1	4	7	-4	-5	13

The listing continues.
SMILES	APJ antag	697 NFkB inh	EBI2 antag	CXCR6 block	UBC13 polyUb	Gli-Sufu block	CCR6 antag	Jurkat NFkB inh
CCOC(=O)c1nn(-c2ccc(C)c(C)c2)c(=O)c(C#N)c1C	7	-1	-3	-2	1	0	-7	15
CC(C)CC1(C)NC(=O)NC1=O (stereo unspecified)	11	1	4	-4	2	-21	16	-4
CCOC(=O)c1c(-c2cccc([N+](=O)[O-])c2)csc1NC(=O)C1CCCCC1	-15	4	15	7	-7	4	11	-3
O=C(CSc1cccc2cccnc12)N/N=C/c1ccncc1	-7	-7	4	0	-1	8	1	-10
COc1ccc(NC(=O)C2CCN(C(=O)c3cccs3)CC2)cc1OC	1	13	2	-5	2	-13	0	7
Cc1ccc(N(C(C)C(=O)O)S(=O)(=O)c2cccnc2)cc1 (stereo unspecified)	-43	-1	1	-4	-4	-2	-10	8
N=c1sccn1CC(=O)N1N=C(c2ccc(Cl)cc2)CC1c1ccco1 (stereo unspecified)	-2	4	-1	14	4	0	-4	-5
O=C(c1cccc(NS(=O)(=O)c2cccc(F)c2)c1)N1CCCC1	9	-9	-15	5	0	3	11	10
Nc1nc(-c2cccc(F)c2)cs1	-10	-18	-4	-9	-1	-37	1	-8
O=S(=O)(NCCc1ccccc1)c1ccc(Br)cc1	7	-27	-7	-2	-2	4	11	-26
CC(=O)N1CCC(C(=O)Nc2ccc3c(c2)CCC3)CC1	-10	-3	-16	-4	8	2	3	4
Cc1cc(C)nc(SCC(=O)NC2=NN=C(c3ccc(Br)cc3)CS2)n1	-36	32	24	0	-2	1	-5	14
c1ccc2c3n(nc2c1)CCCCO3	-9	2	-8	7	-2	24	0	-7
COc1ccc(S(=O)Cc2ccc(C(=O)N3CCN(c4cccc(C)c4C)CC3)o2)cc1 (stereo unspecified)	-16	-118	10	-8	-2	26	7	51*
Cc1ccc2nc(SCC(=O)c3c(N)n(C)c(=O)n(C)c3=O)[nH]c2c1	4	21	-4	1	2	9	1	0
CCc1nn(CCCC(=O)Nc2ccc(C)c(C)c2)c(=O)c2cc3occc3n12	-10	6	-4	5	5	-5	8	8
CCOC(=O)C1=NNC(C(=O)c2ccccc2)C1c1ccc(Cl)cc1 (stereo unspecified)	28	-9	-2	16	3	2	44	7
CCOC(=O)N1CCC(NC(=O)C2CCCCN2S(=O)(=O)c2ccc(F)cc2)CC1 (stereo unspecified)	4	5	-3	-1	-8	4	14	-13
CCC(CC)COC(=O)C1=C(C)NC(=O)NC1c1ccc2c(c1)OCO2 (stereo unspecified)	1	-4	-5	7	4	12	4	4
CN(C1(C)CCS(=O)(=O)C1)S(=O)(=O)c1ccc(F)cc1 (stereo unspecified)	-18	0	0	1	10	-3	4	15
OCCn1c(SCCOc2ccccc2)nc2ccccc21	-13	-12	-10	-6	-1	10	-6	-1
COc1ccccc1NC(=O)C(=O)NCCC1CCCCN1S(=O)(=O)c1ccccc1 (stereo unspecified)	10	-14	11	3	2	-9	17	-2
COc1cccc(C(=O)NCCS(=O)(=O)N2CCCC2)c1	4	-2	-4	-4	1	-12	4	8
Cc1ccc(NC(=S)N2CCN(Cc3ccc4c(c3)OCO4)CC2)c(C)c1	14	15	4	6	10	3	-11	14
COc1cccc(N2CCN(c3nc(-c4ccccc4C)cc(=O)[nH]3)CC2)c1	4	28	-8	2	-3	-40	13	18
NS(=O)(=O)c1ccc(CCNC(=O)c2ccc(=O)[nH]c2)cc1	-3	2	-14	-1	-7	0	5	-2
CCOC(=O)c1sc2ncn(C(CC)C(=O)OC)c(=O)c2c1C (stereo unspecified)	-4	-4	3	2	-6	2	0	9
COc1cc2nc(COc3ccc(C#N)cc3)n(CC#N)c(=O)c2cc1OC	25	-1	-2	-6	3	-32	-11	0
CN(CC(=O)Nc1ccccc1Cl)C(=O)c1cccc(S(=O)(=O)N2CCN(Cc3ccccc3)CC2)c1	-9	-39	3	-2	-2	47	10	5
C(#CC1CCCC1)c1ccc2c(c1)COc1c3ccccc3nn1-2	0	-102	19	-9	4	-54	13	-36
